# Compound activity (PubChem)
# Shn3 3UTR inh – reduction of Shn3 3'UTR firefly luciferase signal, primary screen, Schnurri-3 inhibitor project, cell-based, Clone20 osteoblasts, set 2. Clone20 osteoblast Shn3 3'UTR firefly luciferase, 24 h. inhibition, % at 12.5 µM. hit rate 0.52% among 360,000;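 active = mean inhibition of at least 75% with every replicate also reaching 75%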;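 note: 0% = median of neutral control wells and 100% = pilot-screen positive control compound; some compounds past the cut are filed as inactive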
# MITF TRPM1 inh – inhibitors of MITF-dependent TRPM1 promoter reporter, primary screen, cell-based, SK-MEL-5, single point, luciferase; SK-MEL-5 TRPM1 promoter luciferase, 24 h; inhibition, % at 12.5 µM; hit rate 0.83% among 330,000; AID 488899, 2010;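 active = mean inhibition across replicates of 60% or more, whatever share of single replicates reaches that level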; note: values of inactives mirror those of a sister screen read the other way
# hiPSC survival – enhancers of single-cell hiPSC survival, primary screen, ATPlite luminescence; 100% = ROCK inhibitor wells, 0% = DMSO; survival enhancement, % at 20 µM; hit rate 0.044% among 360,000; AID 602274, 2012; in the data active = survival enhancement above about 18%;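 note: cells exposed to compounds for 16 hours before the ATP read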
# NR2E3 ag-1 – inhibitors of NR2E3-RetCOR corepressor binding, primary screen, NR2E3 agonist project, biochemical, TR-FRET, GST-NR2E3, biotin-RetCOR. Photoreceptor-specific nuclear receptor (Homo sapiens), Q9Y5X4. hit rate 0.12% among 320,000. inhibition of corepressor binding, % at 4.78 µM. AID 2300, 2010. 1536-well;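 active = percent inhibition above the cutoff of mean plus 3 SD of all tested compounds, set per screening campaign, cut at about 20% in these data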;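 note: 0% = DMSO wells and 100% = biotin wells as full block of FRET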
# Target sequence (Q9Y5X4 whole entry, looked up): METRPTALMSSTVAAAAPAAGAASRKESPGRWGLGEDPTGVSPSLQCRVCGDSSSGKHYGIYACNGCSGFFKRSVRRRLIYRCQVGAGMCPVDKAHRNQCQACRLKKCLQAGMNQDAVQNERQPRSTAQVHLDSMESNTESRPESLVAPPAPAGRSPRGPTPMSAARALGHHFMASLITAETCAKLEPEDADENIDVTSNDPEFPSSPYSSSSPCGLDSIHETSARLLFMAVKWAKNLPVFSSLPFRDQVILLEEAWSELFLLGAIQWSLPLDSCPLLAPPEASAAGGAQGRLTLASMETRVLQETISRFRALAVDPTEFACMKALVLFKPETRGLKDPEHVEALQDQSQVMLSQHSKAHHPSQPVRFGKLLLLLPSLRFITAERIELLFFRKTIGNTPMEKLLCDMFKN
#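 Test system – NR2E3–RetCOR corepressor complex · Quantity – NR2E3 fusion 1.35 nM · Buffer or medium – Tris pH 7.5 · Incubation – Compound–protein incubation for 5 h at 4 °C · Technique – TR-FRET, Eu(K)-anti-GST donor, streptavidin-D2 acceptor, ex 340, em 617/671 nm · Evaluation – percent inhibition of 671/617 nm emission ratio versus biotin and DMSO controls · Plate – 1536-well format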
# H9c2 protect – cardioprotection against H2O2-induced cell death, primary screen, uHTS, H9c2 cells, ATPLite luminescence. H9c2 cardiomyocytes, H2O2 injury protection, 2 h. AID 588492, 2011. protection from H2O2 cell death, % at 20 µM. hit rate 0.63% among 360,000;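 active = compounds giving at least 50% protection of heart cells from peroxide-induced death in the single-dose screen, raw or plate-pattern-corrected value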;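 note: 0% = DMSO wells with peroxide and 100% = DMSO wells without peroxide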
# HIF-2a inh – HIF-2a reporter inhibitors, primary screen, luminescence, 786-0 RCC cells; 786-0 RCC cells HIF-2a reporter, luciferase luminescence, overnight; inhibition, % at 18.8 µM; hit rate 0.72% among 360,000; AID 624352, 2012;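 active = inhibition of the luminescence signal of 40% or more relative to plate controls, in a single-dose primary screen at 18.75 µM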
# NR2E3 ag-2 – NR2E3 agonists in two-hybrid cells, primary screen, cell-based, luminescence, CHO-S, Gal4-NCOR/VP16-NR2E3; luciferase; inhibition of corepressor binding, % at 3.98 µM; hit rate 0.35% among 360,000; Photoreceptor-specific nuclear receptor (Homo sapiens), Q9Y5X4; AID 602229, 2012;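 active = inhibition above the mean of all tested compounds plus 3 SD, cut at about 70% in these data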;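 note: 0% = DMSO with NR2E3 transfected cells and 100% = cells lacking NR2E3 construct; higher means lower luciferase signal from less NR2E3 corepressor binding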
# Peg3 promoter – Peg3 promoter-driven luciferase inhibitors, primary screen, cell-based, HeLa, luciferase luminescence | HeLa PEG-Prom luciferase reporter, overnight | inhibition, % at 20 µM | hit rate 1.7% among 360,000;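 active = inhibition of at least 50% at 20 µM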
# CaV13 ICDI inh – Disruptors of the CACNA1D IQ motif to Ca2+-dependent inactivation inhibitor domain association, primary screening, Förster resonance energy transfer in intact living … | HEK cells, CFP/YFP FRET ICDI-IQ, plate reader, 10 min; percent FRET-ratio fall versus neutral wells | hit rate 0.098% among 340,000 | AID 743397 | inhibition, % at 12.3 µM;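 active = mean replicate inhibition of at least 30% and at least 1% of replicates passing that level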;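 note: 0% = median of the neutral control wells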
# PDI turbidity – inhibitors of human PDI, primary screen, biochemical, turbidity, single point, plate reader. PDI insulin aggregation turbidity, A650, 90 min. inhibition, % at 10 µM. hit rate 0.052% among 350,000. Protein disulfide-isomerase (Homo sapiens), P07237;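 active = mean inhibition across replicates of 30% or more, whatever share of single replicates reach that level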;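 note: absorbance from insulin aggregation driven by PDI reduction with DTT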
# m5-HT2A agonist – mouse Htr2a agonists via beta-arrestin recruitment, primary screen, cell-based, luminescence; 5-hydroxytryptamine receptor 2A (Mus musculus), P35363; CHO-K1 mHTR2A beta-arrestin complementation; percent of 30 µM serotonin response; activation, % at 7.6 µM; hit rate 0.66% among 360,000; AID 624169, 2012;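 active = activation above a run cutoff, the mean activation of all tested compounds plus 3 SD, cut at about 14% in these data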;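 note: 0% = plate median of compound wells and 100% = 30 µM serotonin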
# Target sequence (P35363 whole entry, looked up): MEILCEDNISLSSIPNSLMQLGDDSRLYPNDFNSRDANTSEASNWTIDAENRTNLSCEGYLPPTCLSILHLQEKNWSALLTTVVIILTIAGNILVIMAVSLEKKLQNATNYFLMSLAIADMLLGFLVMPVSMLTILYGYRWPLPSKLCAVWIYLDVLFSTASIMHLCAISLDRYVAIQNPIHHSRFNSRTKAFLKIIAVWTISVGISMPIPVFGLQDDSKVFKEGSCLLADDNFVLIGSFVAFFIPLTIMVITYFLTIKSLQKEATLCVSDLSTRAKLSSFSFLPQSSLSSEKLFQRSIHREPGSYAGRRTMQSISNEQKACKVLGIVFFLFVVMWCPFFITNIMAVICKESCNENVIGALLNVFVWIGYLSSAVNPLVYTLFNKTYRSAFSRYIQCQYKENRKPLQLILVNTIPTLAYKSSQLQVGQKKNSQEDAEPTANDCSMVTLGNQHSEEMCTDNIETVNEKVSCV
# The depositor's hits bear a star; . = no result given.
# The first 4 entries as a preview:
SMILES,Shn3 3UTR inh,MITF TRPM1 inh,hiPSC survival,NR2E3 ag-1,H9c2 protect,HIF-2a inh,NR2E3 ag-2,Peg3 promoter,CaV13 ICDI inh,PDI turbidity,m5-HT2A agonist
Cc1ccccc1Cn1c2ccccc2c2cnn(CC(=O)NCCCN3CCN(C)CC3)c(=O)c21,-37,59,-0.5,-3,-13,3,5,-18,-15,-8,7
Cc1onc(C(=O)Nc2cccc(C(F)(F)F)c2)c1[N+](=O)[O-],-10,-27,-0.2,-1,0,-22,-4,1,-3,-2,-7
O=C(Nc1ccccc1)c1cccc(N2C(=O)C3C4C=CC(C5CC45)C3C2=O)c1 (stereo not given),27,12,-0.1,-1,-10,2,5,8,-3,0,3
O=C(CCCN1C(=O)/C(=C\c2ccccc2)SC1=S)Nc1ccc(C(=O)O)cc1,15,6,0.7,2,4,-2,2,-30,-7,-7,-4

# This part in full, from the start:
SMILES,Shn3 3UTR inh,MITF TRPM1 inh,hiPSC survival,NR2E3 ag-1,H9c2 protect,HIF-2a inh,NR2E3 ag-2,Peg3 promoter,CaV13 ICDI inh,PDI turbidity,m5-HT2A agonist
Cc1ccccc1Cn1c2ccccc2c2cnn(CC(=O)NCCCN3CCN(C)CC3)c(=O)c21,-37,59,-0.5,-3,-13,3,5,-18,-15,-8,7
Cc1onc(C(=O)Nc2cccc(C(F)(F)F)c2)c1[N+](=O)[O-],-10,-27,-0.2,-1,0,-22,-4,1,-3,-2,-7
O=C(Nc1ccccc1)c1cccc(N2C(=O)C3C4C=CC(C5CC45)C3C2=O)c1 (stereo not given),27,12,-0.1,-1,-10,2,5,8,-3,0,3
O=C(CCCN1C(=O)/C(=C\c2ccccc2)SC1=S)Nc1ccc(C(=O)O)cc1,15,6,0.7,2,4,-2,2,-30,-7,-7,-4
Cc1ccc(S(=O)(=O)N(C)Cc2nc(-c3ccccn3)no2)cc1,-3,15,1.4,3,-9,-55,-26,-38,-4,-3,7
CC(=O)NC1(C(F)(F)F)NC(=O)N(CCc2ccccc2)C1=O (stereo not given),-16,11,-0.1,0,4,16,-26,8,-2,2,-2
CCC(=O)N(C)/C=C1\Sc2ccccc2C1=O,-17,10,0.2,-3,2,-29,-20,-36,.,-1,-1
O=C(CCCc1c[nH]c2ccccc12)NCc1cccs1,-2,-12,-0.3,-1,1,-39,-5,-34,6,1,0
O=C(N/N=C/c1ccccc1)c1[nH]ncc1Br,-79,-70,1.4,2,-10,-238,-99,-203,-2,18,0
COc1ccc(/C=C(\NC(=O)c2ccccc2)C(=O)N2CCCCC2)cc1OC,0,4,0.3,1,0,8,-1,5,-2,1,-3
CC(C)(C)[C@@H]1COC(=O)[C@H](Cc2ccc(F)cc2)C/C=C\C[C@@H](CC(=O)N(CCO)Cc2ccccc2)C(=O)N1,28,6,-2.2,.,0,15,-3,12,-4,-1,-7
CCOc1cc(/C=C2\SC(=N)N(c3nonc3N)C2=O)ccc1OCCN1CCOCC1,3,-26,-1.7,3,20,-6,-10,-40,-5,1,1
O=C(COc1ccc([N+](=O)[O-])cc1)N(C1CCCCC1)C1CCS(=O)(=O)C1 (stereo not given),-4,-7,-0.4,3,9,2,12,7,-5,3,1
Cc1occc1C(=O)Nc1cccnc1,7,-5,2.3,1,2,10,-14,5,-5,-7,0
COCCCN(CCNC(=O)c1ccc(NC2=NC3CS(=O)(=O)CC3S2)cc1)Cc1ccco1 (stereo not given),4,-16,1.8,6,8,9,-12,-1,21,.,3
Cc1cc(NS(=O)(=O)c2ccc(NC(=O)c3ccc(Cl)cc3[N+](=O)[O-])cc2)no1,-7,0,2.0,2,4,17,-64,6,-5,-3,5
CC1CCN(C(=O)CCc2ccc(S(=O)(=O)NC(C)(C)C)cc2)CC1,10,9,-2.7,2,4,6,-6,22,-5,-4,-1
C#CCN1C(=O)C2(OCCO2)c2ccccc21,-30,5,-0.4,4,5,20,-9,4,-5,3,2
O=C(NNc1cccc(Cl)c1)c1cccnc1Cl,0,-6,-1.0,6,1,-3,-15,-9,-3,-2,-3
COc1cc(-c2nc3cnccc3n2C)cc(OC)c1OC,10,-5,-0.1,3,6,12,-36,8,.,2,-1
CCOC(=O)c1cccc(P(C)(C)=O)c1,-17,-21,0.4,10,1,10,-5,9,-2,0,1
COc1ccc(C)cc1NC(=O)c1cccc(-c2ccc(OC(C)=O)cc2)c1,7,-19,-0.1,-3,5,-7,-10,-13,-3,14,2
Cc1cc(C)c(NC(=O)CN(c2ccccc2)S(=O)(=O)N(C)C)c(C)c1,5,-3,-0.9,2,2,-7,10,7,-10,-2,6
O=S(=O)(c1ccc(Cl)cc1)N1CCCC(c2nc(-c3ccc(F)cc3)no2)C1 (stereo not given),1,-1,-2.1,3,-12,-32,-29,-3,-11,2,10
CC1(C(=O)CSc2nc3ccccc3s2)CCC(=O)O1 (stereo not given),-89,-11,-0.8,-1,8,-185,-43,-288,-5,-6,2

# Record cards, from the list above. Order of values: Shn3 3UTR inh	MITF TRPM1 inh	hiPSC survival	NR2E3 ag-1	H9c2 protect	HIF-2a inh	NR2E3 ag-2	Peg3 promoter	CaV13 ICDI inh	PDI turbidity	m5-HT2A agonist
# C#CCN1C(=O)C2(OCCO2)c2ccccc21 is listed with -30	5	-0.4	4	5	20	-9	4	-5	3	2
# Cc1ccccc1Cn1c2ccccc2c2cnn(CC(=O)NCCCN3CCN(C)CC3)c(=O)c21 is listed with -37	59	-0.5	-3	-13	3	5	-18	-15	-8	7
# Cc1cc(C)c(NC(=O)CN(c2ccccc2)S(=O)(=O)N(C)C)c(C)c1 is listed with 5	-3	-0.9	2	2	-7	10	7	-10	-2	6
# O=C(Nc1ccccc1)c1cccc(N2C(=O)C3C4C=CC(C5CC45)C3C2=O)c1 (stereo not given) is listed with 27	12	-0.1	-1	-10	2	5	8	-3	0	3

# Following part.
SMILES,Shn3 3UTR inh,MITF TRPM1 inh,hiPSC survival,NR2E3 ag-1,H9c2 protect,HIF-2a inh,NR2E3 ag-2,Peg3 promoter,CaV13 ICDI inh,PDI turbidity,m5-HT2A agonist
CCOC(=O)C(NCc1ccccc1OC)(NC(=O)c1ccccc1)C(F)(F)F (stereo not given),-30,15,1.0,-1,-2,13,-17,6,-3,-5,-2
Cc1ccc2oc(C(=O)NCC(c3ccco3)N(C)C)c(C)c2c1 (stereo not given),-34,-37,-0.4,-2,8,-169,-52,-159,-13,12,-7
Cc1ccc2c(c1)[C@H]1OCC[C@H]1[C@@H](c1ccncc1)N2,-7,3,3.0,2,-7,6,1,-1,-4,.,2
O=C1c2cc([N+](=O)[O-])ccc2-c2cc(Cl)c(NC(=O)C(F)(F)F)cc21,-11,9,0.0,.,-21,-41,-10,-19,-6,6,0
COc1cccc(-c2sc3ccc(OC)cc3c2-c2ccc(O)cc2)c1,-6,-6,-3.5,4,-13,22,-2,17,-4,14,11
Nc1c(C(=O)N/N=C/c2ccc([N+](=O)[O-])cc2)cnn1-c1ccccc1,-4,-10,-0.3,-3,8,-8,-40,-2,-5,-5,9
CC(=O)c1c(N)nc2n(c1=O)CCCCC2,-5,-11,4.6,-5,10,11,-1,-10,.,2,1
Cn1nc(C(C)(C)C)c([N+](=O)[O-])c1C(=O)N1CCCCCC1,-22,-52,-0.5,4,0,9,-55,-9,-7,0,10
CSc1nc2c(c(=O)n1Cc1ccccc1)SC(C)C2 (stereo not given),12,0,3.7,2,-6,-9,-7,17,.,-10,3
C=CCNC(=O)CN1CCN(Cc2ccc3c(c2)OCO3)CC1,14,-3,0.2,1,5,14,0,9,10,17,8
N#CC1=C(S)N(c2ccccc2)C(c2ccc(-c3cccc(Cl)c3)o2)NC1=O (stereo not given),-30,7,0.8,2,2,-32,-16,7,-19,9,-3
Cc1ccc(OC(C)C(=O)Nc2ccncc2)cc1 (stereo not given),35,10,1.6,-5,-16,19,-9,15,-3,3,5
COc1ccc(/C=C2/C(=N)N3N=C(CC(=O)N4CCCC4)SC3=NC2=O)cc1OC,4,11,-0.1,-2,-2,2,-1,-4,-4,5,-11
COC(=O)c1ccc(CNC(=O)COC(=O)c2cc(Cl)ccc2O)cc1,-15,-2,0.8,.,-2,2,-41,5,-6,2,1
COc1cc(C2CC(=O)c3c(ccc4ccccc34)N2)ccc1O (stereo not given),-28,7,2.1,-1,0,-8,-53,-1,-19,4,2
CC(CNC(=O)Cn1ccc2cc(S(=O)(=O)N3CCCC3)ccc21)c1ccccc1 (stereo not given),27,0,-0.5,-4,-6,13,-8,11,-7,3,-5
Cc1ccccc1N1C(=O)C2C3CCC(O3)C2C1=O (stereo not given),6,-9,-0.4,1,3,18,-13,-1,-5,-5,10
Cc1nc(Cl)cc(N/N=C/c2ccc(O)cc2O)n1,-26,-26,-0.8,-5,30,-140,-4,-79,-2,2,-3
Cc1ccc(S(=O)(=O)N(C)C)cc1NC(=O)Cn1c(CN2CCOCC2)nc2ccccc2c1=O,0,4,1.0,-2,12,24,-16,3,-7,-5,-3
CC(=O)c1ccc(OCCCC(=O)OCC(=O)N2CCN(c3ccccc3)CC2)cc1,0,0,-0.3,4,-6,15,-13,7,.,-3,-1
O=c1cc(N2CCc3ccccc3C2)[nH]c(=O)n1Cc1ccc(F)cc1,-35,12,0.2,-2,11,-19,7,18,-7,2,1
O=C(Nc1ccccc1O)C(c1ccccc1)c1ccccc1,79,4,0.0,2,-15,19,70,21,-12,-14,2
O=C(NCc1ccccn1)c1cc(-c2ccc(Cl)cc2)nc2ccccc12,-17,-17,-0.9,1,23,-73,-33,-25,-3,4,-3
COc1cc([C@@H]2CC=C(C(=O)O)[C@H](c3ccc(Cl)cc3)N2S(=O)(=O)c2ccc(C)cc2)cc(OC)c1OC,-17,-5,-1.1,-2,11,8,-33,9,-9,12,2
